GAA glycogen mod – inhibitors or activators of human alpha-glucosidase glycogen cleavage | P10253 | Potency, µM (titrated, usually from 76.4 µM), for inactives: at the top dose activity change, negative = inhibition, hits mostly inhibitors | AID 2100 | 300,000 compounds, 0.38% hits | recombinant GAA, glycogen substrate, Amplex Red glucose oxidase fluorescence;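 also: 0% = full enzyme reaction and -100% = no-enzyme basal signal; the screen sought inhibitors and activators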
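Recombinant human enzyme (4 nM); glycogen substrate; 37 C, 40 min, pH 5.0. Readout: coupled glucose oxidase/Amplex Red fluorescence.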
RGS12 GoLoco inh – inhibitors of human Gai1-RGS12 GoLoco interaction (red fluorophore). P63096. Gai1:RGS12 GoLoco peptide FP, rhodamine, 10 min. Potency, µM (top dose mostly 61.6 µM), without a hit: top-dose activity, negative = inhibition, hits mostly inhibitors. 230,000 compounds, 0.44% hits; active = well fitted inhibition curve with a large enough effect, not every such curve was filed as active; inactive = no such curve, though single readings can be large or run the other way; also: % is scaled to controls: 0 for no effect and ±100 for the full control effect; nearly all actives have a fitted effect of over 30% in size; many of its hits are not listed in these tables
Target sequence (P63096 whole entry, looked up): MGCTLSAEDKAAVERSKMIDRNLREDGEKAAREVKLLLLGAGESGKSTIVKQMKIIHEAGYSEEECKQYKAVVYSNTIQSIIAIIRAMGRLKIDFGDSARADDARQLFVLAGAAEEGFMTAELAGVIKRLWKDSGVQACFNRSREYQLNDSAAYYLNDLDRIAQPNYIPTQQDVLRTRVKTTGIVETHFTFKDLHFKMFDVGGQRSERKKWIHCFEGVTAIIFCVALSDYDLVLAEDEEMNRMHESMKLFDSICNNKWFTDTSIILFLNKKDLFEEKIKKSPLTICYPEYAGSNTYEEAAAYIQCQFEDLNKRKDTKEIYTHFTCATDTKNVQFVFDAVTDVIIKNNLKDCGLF
aGlu spleen mod – inhibitors or activators of human alpha-glucosidase in spleen homogenate; P10253; human spleen homogenate, 4-MU-alpha-glucoside fluorescence; Potency, µM (top dose mostly 79.9 µM), for inactives: at the highest dose activity change, negative = inhibition, usual class: inhibitors; 240,000 compounds, 0.006% hits; AID 2112;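 also: 0% = enzyme with vehicle and -100% = no enzyme basal signal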
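Human spleen homogenate (1 ug) incubated with compounds and 1 mM 4-methylumbelliferyl-alpha-D-glucopyranoside in pH 5.0 citrate/phosphate buffer, 37 C, 40 min. Stopped at pH 10; 4-MU fluorescence (Ex 365/Em 440 nm); AC50 by Hill fit.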
HTT cytoprotect – Huntington cell model cytoprotection by ATP luminescence | PC12 HTT-Q103 induced, cytoprotection, ATP luminescence, 40 h | Potency, µM (series often up to 56.4 µM), inactives show cytoprotection (ATP increase), usual class: activators | 230,000 compounds, 0.14% hits;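 also: % of control where 0% means no effect; nearly all actives have a fitted effect of over 45% in size; toxic huntingtin expression switched on by the ecdysone agonist tebufenozide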
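Rat PC12, Q103 Htt exon1-GFP fusion, ecdysone promoter; tebufenozide inducer 100 nM final; compound titration; qHTS, 1500 cells/well; ATPlite luminescent read.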
HTT aggregate – reduces HttQ103-GFP aggregates in PC12 cells | Potency, µM (titrated, usually from 46.1 µM), inactives show at the highest dose activity change, negative = inhibition, actives largely listed as inhibitors | 220,000 compounds, 1.1% hits | AID 1688 | PC12 HttQ103-GFP aggregates, Acumen cytometry, 40 h; also: % is scaled to controls: 0 for no effect and ±100 for the full control effect; nearly all actives have a fitted effect of over 60% in size
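Multiplexed with ATP-based cell death, this channel scores GFP aggregates in PC12 cells expressing inducible HTTex1-Q103-GFP. Induction used 100 nM tebufenozide; compounds were tested in concentration series.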
IMPase Li inh – IMPase inhibition in cells with lithium potentiation | CHO-M1 cells, IP1 TR-FRET (IP-One), carbachol + lithium | Potency, µM (doses to about 59.4 µM), for the others: at the highest dose activity, negative = IMPase inhibition, most hits filed as inhibitors | 210,000 compounds, 0.35% hits;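 also: IP1 builds up when IMPase is blocked and the TR-FRET signal falls; plate controls were basal vehicle for no effect and high inhibitor control for full effect; nearly all actives have a fitted effect of over 50% in size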
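Steps: plate 2000 CHO-M1 cells per well and culture 16–30 h; add compound and lithium; incubate 30 min, 37C; add d2-IP1 tracer and Eu cryptate anti-IP1 antibody in lysis buffer; read after 10 min at room temperature.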
GAA inh – blocks human lysosomal alpha-glucosidase. AID 1466. purified human GAA, 4-MU-alpha-glucoside fluorescence. 200,000 compounds, 0.005% hits. Potency, µM (doses to about 76.9 µM), for the others: at the highest dose activity change, negative = inhibition, most hits filed as inhibitors. P10253;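 also: plate controls were uninhibited enzyme wells for no effect and no-enzyme background for full effect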
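qHTS format, compound range up to 77 uM. Human lysosomal enzyme at 4 nM, 400 uM 4-MU glucoside substrate, pH 5.0, 20 min room temperature; fluorescence after alkaline stop gives activity normalized to controls.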
* = called active by the depositor; ? = inconclusive; nt = no result given; & = joins results of further samples; [ ] = another dose, or the depositor's remark. Unless noted, calls follow the shape of the dose curve; as a rule, active = well fitted curve in the direction sought with a large enough effect; inconclusive = small, poorly fitted or top-dose-only effect, or another doubt; inactive = no such curve, though single readings can be large; an effect the other way counts as inactive or inconclusive. Potency is read from the fitted curve at half-maximal effect. An excerpt, so the mix of outcomes need not match the whole.

SMILES | GAA glycogen mod | RGS12 GoLoco inh | aGlu spleen mod | HTT cytoprotect | HTT aggregate | IMPase Li inh | GAA inh
COc1cc(/C=C/C(=O)OCC(=O)Nc2cc(C(F)(F)F)ccc2N2CCOCC2)ccc1O | -7% | 4% | -4% | 8%[10 µM] | 12% | 6% | 4%
c1ccc2cc(NCNc3ccc4ccccc4c3)ccc2c1 | nt | 5%[14.2 µM] | nt | -13%[10 µM] | nt | -3% | nt
C[C@]12CCC(=O)C=C1CCC1C2C(O)C[C@]2(C)C1CC[C@]2(O)C(=O)COC(=O)CCC(=O)O (some centres not stated) | nt | -1% | 3% | -5% | nt | 11% | nt
COc1ccc(/C=N/NC(=S)NCC2CCCO2)cc1 (configuration not stated) | -5% | 3% | -4% | 0%[10 µM] | 5%[9.22 µM] | nt | nt
O=C(O)c1ccccc1-c1cn2cc(Cl)ccc2n1 | 7% | -3% | nt | -154%[inhibitor] | -13% | -13% | 1%
CCOC(=O)c1ccc(-n2cncn2)nc1 | -10% | -10% | -7% | 1% | 5% | -3%[38.3 µM] | -9%
COc1ccc(CCNC(=O)c2ccc(Cl)cc2Cl)cc1OC | 10% | 8% | 3% | nt | nt | -8% | 15%
COc1ccc(N2CCN(C(=O)c3ccc(N(C)S(=O)(=O)c4ccc(C)cc4)cc3)CC2)cc1 | -5% | 1% | -6% | ? | 12%[9.22 µM] | 21% | -1%
O=C1OCCN1CC(=O)N1CCc2c([nH]c3ccccc23)C1c1ccccn1 (configuration not stated) | -6% | 0% | 7% | 13%[10 µM] | -11%[9.22 µM] | 1% | 5%
CCS(=O)(=O)N1CCCC(C(=O)NCc2cccc(OC)c2)C1 (configuration not stated) | 4% | 7% | 5% | 4%[10 µM] | -25% | 9%[38.3 µM] | -14%
COc1ccccc1CNc1cc(-c2c(C)noc2C)ncn1 | nt | 4% | 6% | -10% | nt | 12% | nt
COCCN(C(=S)Nc1ccc(OC)cc1)C1CCN(C(C)C)CC1 | -13% | 3% | -4% | -2%[10 µM] | 3% | -1% | 1%
CC(=O)c1ccccc1NC(=O)COC(=O)c1ccc2c(c1)nc(C)n2-c1ccccc1 | -2% | 14% | -1% | -6%[10 µM] | 3% | 4% | -3%
O=C(Nc1sc2c(c1-c1nc3ccccc3[nH]1)CCCC2)C1CC1 | -30% | 16% | -2% | -21% | -15% | -24%[38.3 µM] | 9%
Cc1ccc(C(=O)CSc2nnc(-c3cccnc3)n2N)cc1 | -8% | -11% | -4% | 13%[10 µM] | -2% | -5% | 1%
COc1ccc(-c2nc3nc(C)cc(C)n3n2)cc1 | -13% | 9% | -11% | -43%[inhibitor] | -16% | 21%[38.3 µM] | 0%
CC(C)(C)N(NC(=O)c1ccccc1)C(=O)c1ccc(C(=O)N(NC(=O)c2ccccc2)C(C)(C)C)cc1 | -6% | -8% | -5% | nt | -10% | 0% | 1%
Fc1ccc(-c2ccnc3nc(N4CCOCC4)nn23)cc1 | 13% | -1% | -3% | 6% | -18% | -13%[38.3 µM] | 3%
CCCCC/C=C\C/C=C\C/C=C\C/C=C\CCCCCC(=O)NCC(=O)O | nt | 2% | 5% | 15% | nt | -23% | nt
CCOC(=O)C1=C(c2ccccc2)N=C2SCC(=O)N2C1c1cccc(OC)c1 (configuration not stated) | -5% | 12% | -8% | -12% | ? | 28%[38.3 µM] | ?
CCO[C@@H]1OC(C(=O)N2CCN(Cc3ccc4c(c3)OCO4)CC2)=C[C@H](C2CC2)[C@H]1CCCO | 5% | 8% | -2% | -4%[10 µM] | 22%[9.22 µM] | 0% | nt
CC(C)c1nc(C(=O)N2CCc3c([nH]c4ccccc34)C2c2ccccn2)cs1 (configuration not stated) | -21% | 6% | 4% | 5%[10 µM] | 2%[9.22 µM] | 13% | ?
Cc1cccc2c1-c1sc(C(=O)NCCCN3CCc4ccccc4C3)cc1CO2 | 2% | 4% | 18% | -5%[10 µM] | 0%[9.22 µM] | nt | nt
Cc1ccc(-n2c(-c3ccccc3)cc(=O)nc2C)cc1 | -1% | -8% | 4% | ? | ? | -9%[38.3 µM] | -3%

Complete entries from above. Order of screens: GAA glycogen mod	RGS12 GoLoco inh	aGlu spleen mod	HTT cytoprotect	HTT aggregate	IMPase Li inh	GAA inh
CCOC(=O)C1=C(c2ccccc2)N=C2SCC(=O)N2C1c1cccc(OC)c1 (configuration not stated) as listed: -5%	12%	-8%	-12%	?	28%[38.3 µM]	?
Cc1ccc(-n2c(-c3ccccc3)cc(=O)nc2C)cc1 as listed: -1%	-8%	4%	?	?	-9%[38.3 µM]	-3%
Cc1cccc2c1-c1sc(C(=O)NCCCN3CCc4ccccc4C3)cc1CO2 as listed: 2%	4%	18%	-5%[10 µM]	0%[9.22 µM]	nt	nt
COc1ccc(-c2nc3nc(C)cc(C)n3n2)cc1 as listed: -13%	9%	-11%	-43%[inhibitor]	-16%	21%[38.3 µM]	0%

Other results follow.
SMILES | GAA glycogen mod | RGS12 GoLoco inh | aGlu spleen mod | HTT cytoprotect | HTT aggregate | IMPase Li inh | GAA inh
c1csc(CNc2ncnc3nc[nH]c23)c1 | 3% | 1% | -17% | -7%[10 µM] | 14% | -5% | 2%
COc1ccc(CCNC(=O)c2cc(-c3ccc(C)cc3O)n[nH]2)cc1OC | -10% | 11% | 5% | -6% | ? | 13%[38.3 µM] | 2%
Cc1cc(C)c2c(=O)[nH]c(SCC(=O)N3CCOCC3)nc2n1 | -9% | 13% | 3% | 12%[10 µM] | 11%[9.22 µM] | 5% | 6%
COCC(=O)n1nc(-c2ccc(Cl)cc2)nc1NCc1ccc(F)cc1 | ? | 2% | -2% | -13% | ? | 16%[38.3 µM] | -2%
CC(Sc1nc2ccccc2s1)C(=O)NC1CCCc2ccccc21 (configuration not stated) | 8% | 10% | -2% | 6%[10 µM] | ? | 14% | 3%
CCc1ccc(-c2cc(C(F)(F)F)n3nc(C(=O)Nc4c(C)nn(Cc5ccc(F)cc5)c4C)cc3n2)s1 | -11% | -7% | 6% | -5% | 20% | -32%[38.3 µM] | 1%
O=C(Nc1cccc(NC(=O)N2CCN(c3ccccc3)CC2)c1)N1CCN(c2ccccc2)CC1 | -7% | 5% | -6% | -7%[10 µM] | ? | 22%[38.3 µM] | -6%
CCc1cccc(NC(=O)Cn2c3[n+](c4ccc(C(F)(F)F)cc42)CCCCC3)c1 | -10% | 14µM* | 1% | -43%[10 µM] | -7% | 13% | -1%
Cc1nc(N2CCN(C)CC2)c2c(C)c(C(=O)Nc3ccc(F)cc3)sc2n1 | 2% | 11% | -2% | 6% | 10% | 61%[activator][38.3 µM] | -2%
O=c1[nH]c(SCc2ccccc2Cl)nc2c1CCCC2 | 11% | 9% | -2% | 7%[1.9 µM] | -2% | 28%[38.3 µM] | 8%
Cn1c(=O)c2c(nc(Sc3ncccn3)n2Cc2ccc(Cl)cc2)n(C)c1=O | 1% | -8% | 2% | -15% | -21% | 4%[38.3 µM] | -6%
CCCSC1=C(C#N)C(c2ccccc2C)CC(=O)N1 (configuration not stated) | -11% | 2% | 3% | -6%[10 µM] | -18% | -9%[38.3 µM] | 5%
Fc1ccc(C2c3cccn3CCN2C(=S)Nc2cccc(F)c2)cc1 (configuration not stated) | -13% | 6% | nt | -15% | -3% | 34%[activator] | ?
CCCN(CCC)CCCNS(=O)(=O)c1cc(Br)cc2c1N(C(C)=O)CC2 | 5% | 4% | -2% | 12% | 2% | -1%[38.3 µM] | -8%
Cc1ccc(S(=O)(=O)NCc2cn3ccsc3n2)c(C)c1 | ? | -18% | -13% | -3% | ? | -5%[38.3 µM] | -6%
COc1ccc(C2=NOC3(CC(=O)N(c4ccc(F)cc4)C3=O)C2)c(OC)c1 (configuration not stated) | -9% | 52%[activator] | 2% | -18% | -4% | -5%[38.3 µM] | -12%
COc1ccc(OC)c(NC(=O)CSc2nnc(CCCO)n2-c2ccccc2)c1 | -1% | -6% | 1% | -4% | -10% | 20%[38.3 µM] | -4%
CN(CC(=O)N1CCCCCC1)S(=O)(=O)c1cccc2cccnc12 | -10% | -5% | -5% | -4% | 13% | -1%[38.3 µM] | 0%[15.4 µM]
CN1CC[C@@]2(CCCN(C(=O)c3cccc(F)c3)C2)C1 | nt | 3% | -5% | 4% | nt | -2% | nt
Cc1ccccc1NC(=O)C1CCCN(S(=O)(=O)c2cccc3cccnc23)C1 (configuration not stated) | 1% | 3% | -9% | 8%[10 µM] | 2% | 27%[38.3 µM] | ?
CN(C)C(CNC(=O)NC1CCCCC1)c1cccnc1 (configuration not stated) | 9% | -17% | -4% | -10% | 11% | 6%[38.3 µM] | ?
COC(=O)[C@@H]1C[C@@]2(O)[C@@H](O)[C@@H](O)[C@@H](O)C[C@H]2N1Cc1ccc(C)s1 | 7% | -8%&-4% | 1%&5% | -32% | 2%[9.22 µM] | 0% | nt
Cc1ccccc1-n1c(-c2ccc(=O)[nH]n2)n[nH]c1=S | -7% | 8% | 9% | 15%[10 µM] | 19%[9.22 µM] | 3% | 5%
Cc1noc(C)c1COC(=O)CCc1ccc(S(=O)(=O)N2CCCCC2)cc1 | -16% | -1% | -18% | 7% | -18%[9.22 µM] | 7%[38.3 µM] | -16%
COc1ccc(C(=O)N2CCC(O)(c3ccc(F)cc3)CC2)cc1OC | 1% | -1% | 1% | 5% | -12% | 19%[38.3 µM] | 1%
CCNC(=O)CN(C1CCCCC1)S(=O)(=O)c1ccc(F)cc1 | 0% | 0% | 3% | -7% | -1% | -6%[38.3 µM] | -8%
CCc1nnc(NC(=O)CSc2nnc(-c3ccc(NS(=O)(=O)c4ccccc4)cc3)o2)s1 | -3% | 10% | -6% | -5%[10 µM] | 21% | 4% | 2%
CN(C)S(=O)(=O)c1cccc(NC(=O)CN2C(=O)NC(CCc3ccccc3)C2=O)c1 (configuration not stated) | -9% | -1% | -1% | -7% | -9% | 4% | -9%
COc1cccc(-c2c3c([nH]c(=O)c2C#N)CCc2cc(OC)ccc2-3)c1 | 4% | -13% | 2% | -8%[10 µM] | 12%[9.22 µM] | nt | nt
CCc1nn2cc(C(=O)c3cc(Cl)ccc3O)cnc2c1-c1ccc(F)cc1 | 6% | 2% | -3% | -11%[10 µM] | ? | 13% | -6%
Cc1ccc(C(=O)/C=C/Nc2ccc3c(c2)OCO3)cc1 | -12% | -4% | 1% | -98%[inhibitor] | 22% | 15%[38.3 µM] | -15%
Cc1cc(C)c(CSc2ncnc3nc[nH]c23)c(C)c1 | -4% | 19% | 1% | -22%[10 µM] | -9%[9.22 µM] | -4% | 6%
